Screening data deposited in PubChem BioAssay by National Center for Advancing Translational Sciences (NCATS).
HTT cytoprotect = qHTS Multiplex Assay to Identify Dual Action Probes in a Cell Model of Huntington: Cytoprotection (ATP) | PC12 HTT-Q103 induced, cytoprotection, ATP luminescence, 40 h | 230,000 compounds, 0.14% hits | Potency, µM (top dose mostly 56.4 µM), inactives show cytoprotection (ATP increase), usual class: activators;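 note: % of control where 0% means no effect; nearly all actives have a fitted effect of over 45% in size; toxic huntingtin expression switched on by the ecdysone agonist tebufenozide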
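Cells were plated at 1500 per well in phenol red-free DMEM with 5% equine and 5% calf serum. Tebufenozide (100 nM final) and compounds were added, then ATPlite reagent, and luminescence was read.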
ALDH1A1 block = qHTS Assay for Inhibitors of Aldehyde Dehydrogenase 1 (ALDH1A1). Purified ALDH1A1, NADH fluorescence, propionaldehyde substrate. AID 1030, 2008. Aldehyde dehydrogenase 1A1 (Homo sapiens), P00352. 220,000 compounds, 7.3% hits. Potency, µM (titrated, usually from 75.3 µM), for the others: at the highest dose activity, negative = inhibition, usual class: inhibitors; active = well fitted inhibition curve with a large enough effect, not every such curve was filed as active; inconclusive = small, poorly fitted or top-dose-only effect, or another doubt; inactive = no such curve, though single readings can be large or run the other way;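 note: plate controls were no enzyme wells and a reference inhibitor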
Target sequence (P00352 whole entry, looked up): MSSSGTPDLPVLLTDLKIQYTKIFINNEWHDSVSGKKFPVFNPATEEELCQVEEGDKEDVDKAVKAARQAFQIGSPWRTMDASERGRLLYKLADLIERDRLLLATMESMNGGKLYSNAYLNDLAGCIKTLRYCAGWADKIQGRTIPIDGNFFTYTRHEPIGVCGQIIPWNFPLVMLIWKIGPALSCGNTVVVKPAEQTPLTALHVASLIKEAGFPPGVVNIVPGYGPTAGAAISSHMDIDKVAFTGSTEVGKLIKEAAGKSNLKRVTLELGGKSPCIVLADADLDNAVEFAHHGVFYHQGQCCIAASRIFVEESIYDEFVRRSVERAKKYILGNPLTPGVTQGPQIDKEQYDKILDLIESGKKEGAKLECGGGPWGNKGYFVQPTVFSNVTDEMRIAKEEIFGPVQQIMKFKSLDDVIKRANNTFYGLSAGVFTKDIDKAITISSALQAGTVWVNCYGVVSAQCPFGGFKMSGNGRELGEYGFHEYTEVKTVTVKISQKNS
HTT aggregate = qHTS Multiplex Assay to Identify Dual Action Probes in a Cell Model of Huntington: Aggregate Formation (GFP) | PC12 HttQ103-GFP aggregates, Acumen cytometry, 40 h | Potency, µM (highest dose often 46.1 µM), for the others: at the highest dose activity change, negative = inhibition, hits mostly inhibitors | 220,000 compounds, 1.1% hits; note: % is set by controls: 0 for no effect and ±100 for the full control effect; nearly all actives have a fitted effect of over 60% in size
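Read-out: GFP aggregate count by laser scanning cytometer (488 nm excitation, 500-530 nm emission, 1–25 µm objects >6 SD above background). Cells: PC12, inducible HTTex1-Q103-GFP, 100 nM tebufenozide; compounds titrated.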
Active calls of the source: *; ? = inconclusive; / = not tested or not shown; [ ] = another dose, or the depositor's remark. Unless noted, calls come from the whole dose curve; as a rule, active = well fitted curve in the direction sought with a large enough effect; inconclusive = small, poorly fitted or top-dose-only effect, or another doubt; inactive = no such curve, though single readings can be large; an effect the other way counts as inactive or inconclusive. Potency is the fitted concentration of half-maximal effect.

1: COCCn1c(=O)cnc2cnc(Oc3ccc(OC)cc3)nc21
2: CCNc1ncc2nc(-c3cc(F)cc(F)c3)c(=O)n(C[C@H]3CCCO3)c2n1
3: Cn1cc(-c2nc3cncnc3n(Cc3ccccc3Cl)c2=O)c2ccccc21
4: CN(C)c1ccc(-c2ccc3ncnc(N(C)Cc4ccco4)c3c2)cc1
5: COc1cccc(Cn2c(=O)c(-c3cccs3)nc3cnc(N4CCOCC4)nc32)c1
6: NC(=O)c1ccccc1-c1nc(-n2ccnc2)c2ccccc2n1
Compound | 1 | 2 | 3 | 4 | 5 | 6
HTT aggregate | / | / | / | / | / | /
ALDH1A1 block | ? | ? | -15% | ? | ? | 9%
HTT cytoprotect | -38%[inhibitor] | -9% | -65%[inhibitor] | -94%[inhibitor] | -42%[inhibitor] | -20%

7: Cc1nc2cnc(N3CCOCC3)nc2n(CCc2ccccc2)c1=O
8: Cc1ccccc1-c1cncnc1NCc1cccs1
9: Cc1cccc(CNc2ncncc2-c2ccccc2Cl)c1
10: N#Cc1cccc(-c2nccc(-n3ccnc3)n2)c1
11: COc1ccccc1CNc1ccnc(-c2ccccc2Cl)n1
12: O=c1c(-c2cccs2)nc2cnc(N3CCOCC3)nc2n1Cc1ccc(F)cc1
Compound | 7 | 8 | 9 | 10 | 11 | 12
HTT aggregate | / | / | / | / | / | /
ALDH1A1 block | ? | ? | 4% | ? | 15% | 8%
HTT cytoprotect | -88%[inhibitor] | 1% | 0% | ? | -2% | -17%

13: COc1ccccc1-c1cc(NCc2cnc(C)cn2)ncn1
14: CN1CCN(c2ncc3nc(-c4cc(F)cc(F)c4)c(=O)n(C4CC4)c3n2)CC1
15: Cc1ccccc1-c1cncnc1Nc1ccccc1
16: CN(C)Cc1ccccc1-c1ccc2ncnc(N(C)C)c2c1
17: COc1cccc(Cn2c(=O)c(C)nc3cnc(OC)nc32)c1
18: COc1ccc2[nH]cc(CCNc3ccnc(-c4ccccc4Cl)n3)c2c1
Compound | 13 | 14 | 15 | 16 | 17 | 18
HTT aggregate | / | / | / | / | / | /
ALDH1A1 block | ? | ? | 7% | 3% | -3% | 25µM*
HTT cytoprotect | -4% | 23% | 9% | 17% | -26% | -19%

19: CN1CCN(c2ncc3nc(-c4ccccc4)c(=O)n(Cc4cccs4)c3n2)CC1
20: Cn1cc(-c2nc3cnc(N4CCNCC4)nc3n(Cc3ccc(F)cc3)c2=O)c2ccccc21
21: CN1CCN(c2ncc3nc(-c4cc(F)cc(F)c4)c(=O)n(CCC#N)c3n2)CC1
22: CCNc1ncc2nc(-c3cn(C)c4ccccc34)c(=O)n(Cc3cccc(OC)c3)c2n1
23: CN(C)c1ccc(-c2cncnc2NCCN2CCOCC2)cc1
24: Cc1noc(C)c1-c1nccc(N(C)Cc2ccco2)n1
Compound | 19 | 20 | 21 | 22 | 23 | 24
HTT aggregate | / | / | / | / | / | /
ALDH1A1 block | ? | -8% | ? | ? | -14% | 14µM*
HTT cytoprotect | -6% | -67%[inhibitor] | -3% | ? | -120%[inhibitor] | -34%[inhibitor]

25: COc1ccccc1CNc1ccnc(-c2cccnc2)n1
26: O=c1c(CCc2ccccc2)nc2cncnc2n1Cc1ccc(F)cc1
27: FC(F)(F)c1ccccc1-c1ccc2ncnc(NCCN3CCOCC3)c2c1
28: COc1ccc(Oc2ncc3nc(-c4ccc(F)cc4)c(=O)n(CCC#N)c3n2)cc1
29: O=c1c(-c2cc(F)cc(F)c2)nc2cncnc2n1Cc1ccccc1
30: Cc1cnc(CNc2ncnc3ccc(-c4ccc(N(C)C)cc4)cc23)cn1
Compound | 25 | 26 | 27 | 28 | 29 | 30
HTT aggregate | / | / | / | / | / | /
ALDH1A1 block | 7% | 3% | 10% | -3% | ? | -11%
HTT cytoprotect | 5% | 16% | 1% | 17% | 12% | -59%[inhibitor]

31: CN(Cc1ccco1)c1ncncc1-c1ccoc1
32: Cc1cnc(CNc2ccnc(-c3ccoc3)n2)cn1
33: c1cn(-c2cc(-c3ccc4c(c3)OCO4)ncn2)cn1
34: COc1ccc(CNc2cc(-c3ccccc3Cl)ncn2)c(OC)c1
35: COc1ncc2nc(-c3ccc(F)cc3)c(=O)n(C)c2n1
36: COc1ccc(Oc2ncc3nc(-c4cccc(C#N)c4)c(=O)n(Cc4cccc(OC)c4)c3n2)cc1
Compound | 31 | 32 | 33 | 34 | 35 | 36
HTT aggregate | / | / | / | / | / | /
ALDH1A1 block | ? | 0% | ? | -11% | ? | -6%
HTT cytoprotect | 2% | 5% | -52%[inhibitor] | -14% | -255%[inhibitor] | -23%

37: Cc1cnc(CNc2ncncc2-c2ccccc2C)cn1
38: COc1ccc(-c2nc3cnc(Oc4cccc(Cl)c4)nc3n(CCC#N)c2=O)cc1
39: COc1cccc(Nc2ncc3nc(CCc4ccccc4)c(=O)n(C)c3n2)c1
40: O=c1c(CCc2ccccc2)nc2cnc(Nc3ccccc3)nc2n1C[C@H]1CCCO1
41: COCCn1c(=O)c(CCc2ccccc2)nc2cnc(Nc3ccccc3)nc21
42: COc1cccc(-c2nccc(NCCc3c[nH]c4ccc(OC)cc34)n2)c1
Compound | 37 | 38 | 39 | 40 | 41 | 42
HTT aggregate | / | / | / | / | / | /
ALDH1A1 block | 1% | ? | ? | ? | ? | 4%
HTT cytoprotect | 7% | -1% | -14% | -16% | -108%[inhibitor] | -80%[inhibitor]

Random excerpt: 4 entries already listed
22: CCNc1ncc2nc(-c3cn(C)c4ccccc34)c(=O)n(Cc3cccc(OC)c3)c2n1
33: c1cn(-c2cc(-c3ccc4c(c3)OCO4)ncn2)cn1
2: CCNc1ncc2nc(-c3cc(F)cc(F)c3)c(=O)n(C[C@H]3CCCO3)c2n1
5: COc1cccc(Cn2c(=O)c(-c3cccs3)nc3cnc(N4CCOCC4)nc32)c1
Compound | 22 | 33 | 2 | 5
HTT aggregate | / | / | / | /
ALDH1A1 block | ? | ? | ? | ?
HTT cytoprotect | ? | -52%[inhibitor] | -9% | -42%[inhibitor]

Remaining list, next part:
43: COc1cccc(-c2nc(N(C)C)c3ccccc3n2)c1
44: CN(C)C(=O)c1ccc(-c2nc(-n3ccnc3)c3ccccc3n2)cc1
45: COc1ccc(-c2nc3cnc(N4CCNCC4)nc3n(Cc3cccs3)c2=O)cc1
46: N#CCCn1c(=O)c(-c2ccc(Cl)cc2)nc2cnc(Oc3ccccc3)nc21
47: O=c1c(-c2ccc(Cl)cc2)nc2cnc(Nc3ccccc3)nc2n1C[C@H]1CCCO1
48: CN(C)c1ncc2nc(CCc3ccccc3)c(=O)n(Cc3cccs3)c2n1
Compound | 43 | 44 | 45 | 46 | 47 | 48
HTT aggregate | / | / | / | / | / | /
ALDH1A1 block | -10% | 1% | ? | ? | ? | ?
HTT cytoprotect | -89%[inhibitor] | -81%[inhibitor] | -97%[inhibitor] | 13% | ? | -49%[inhibitor]

49: CN1CCN(c2ncnc3ccc(-c4ccccc4C(F)(F)F)cc23)CC1
50: COc1cccc(Cn2c(=O)c(CCc3ccccc3)nc3cnc(N4CCOCC4)nc32)c1
51: CN1CCN(c2nc(-c3ccc4c(c3)OCO4)nc3ccccc23)CC1
52: Cc1nc2cnc(N(C)C)nc2n(C[C@H]2CCCO2)c1=O
53: CN(Cc1ccco1)c1cc(-c2cccnc2)ncn1
54: CN1CCN(c2ncc3nc(-c4cccs4)c(=O)n(Cc4cccs4)c3n2)CC1
Compound | 49 | 50 | 51 | 52 | 53 | 54
HTT aggregate | / | / | / | / | / | /
ALDH1A1 block | ? | ? | ? | ? | ? | ?
HTT cytoprotect | -292%[inhibitor] | -28% | -20% | -23% | -6% | -22%

55: CN(Cc1ccco1)c1ncncc1-c1cccc(C#N)c1
56: COc1cccc(Nc2ncc3nc(-c4cn(C)c5ccccc45)c(=O)n(C[C@H]4CCCO4)c3n2)c1
57: Cc1cnc(CNc2nc(-c3c(C)noc3C)nc3ccccc23)cn1
58: CNc1ncnc2ccc(-c3ccccc3CN(C)C)cc12
59: COc1cccc(Nc2ncc3nc(-c4cccs4)c(=O)n(C[C@H]4CCCO4)c3n2)c1
60: COc1ccc(CNc2ccnc(-c3c(C)noc3C)n2)c(OC)c1
Compound | 55 | 56 | 57 | 58 | 59 | 60
HTT aggregate | / | / | / | / | / | /
ALDH1A1 block | -9% | 9% | 0% | ? | -1% | -12%
HTT cytoprotect | -3% | ? | -14% | -20% | 1% | -41%[inhibitor]

61: COc1ncc2nc(-c3cccs3)c(=O)n(Cc3ccc(F)cc3)c2n1
62: COc1ccc(Oc2ncc3nc(C)c(=O)n(Cc4cccc(OC)c4)c3n2)cc1
63: O=c1c(-c2cccc(Cl)c2)nc2cncnc2n1Cc1ccccc1
64: Cc1ccccc1-c1cc(NCc2ccccc2)ncn1
65: NC[C@@H]1O[C@H](OC2[C@@H](CO)O[C@@H](OC3[C@H](O)[C@H](N)C[C@H](N)[C@H]3OC3O[C@H](CO)[C@@H](O)[C@H](O)[C@@H]3N)[C@H]2O)C(N)[C@H](O)[C@@H]1O (stereo partly drawn)
66: O=C(O)c1cc(O)c2c(c1)[O][Bi][O]2
Compound | 61 | 62 | 63 | 64 | 65 | 66
HTT aggregate | / | / | / | / | 6% | 8%
ALDH1A1 block | ? | ? | ? | -4% | / | /
HTT cytoprotect | -46%[inhibitor] | -41%[inhibitor] | -10% | -29% | 4% | ?

67: CC(=O)O[C@]1(C(C)=O)CCC2C3CCC4=CC(=O)CCC4(C)C3(F)C(O)CC21C (stereo partly drawn)
68: CC(/C=C/C=C(\C)C(=O)O[C@@H]1O[C@H](CO[C@@H]2O[C@H](CO)[C@@H](O)[C@H](O)[C@H]2O)[C@@H](O)[C@H](O)[C@H]1O)=C\C=C\C=C(C)\C=C\C=C(/C)C(=O)O[C@@H]1O[C@H](CO[C@@H]2O[C@H](CO)[C@@H](O)[C@H](O)[C@H]2O)[C@@H](O)[C@H](O)[C@H]1O
69: CC(CNC(=O)c1cccnc1)NC(=O)c1cccnc1 (stereo not drawn)
70: NCCCC(N)CC(=O)NC1CNC(=O)C(C2CC(O)N=C(N)N2)NC(=O)/C(=C/NC(N)=O)NC(=O)C(CO)NC(=O)C(CO)NC1=O (stereo not drawn)
71: OCC1O[C@@H](O[C@@H]2C(CO)OC(O)C(O)C2O)C(O)C(O)C1O (stereo partly drawn)
72: CCOC(=O)c1ccc(C#Cc2ccc3c(c2)C(C)(C)CCS3)nc1
Compound | 67 | 68 | 69 | 70 | 71 | 72
HTT aggregate | 14% | -2% | -16% | -18% | 0% | 0%
ALDH1A1 block | / | / | / | / | / | /
HTT cytoprotect | -39%[inhibitor] | ? | 6% | 6% | 9% | -33%

73: CC(=O)C1(O)Cc2c(O)c3c(c(O)c2C(OC2CC(N)C(O)C(C)O2)C1)C(=O)c1c(O)cccc1C3=O (stereo not drawn)
74: COc1ccc(-c2noc(CC(=O)O)c2-c2ccc(OC)cc2)cc1
75: CNC1CCc2cc(OC)c(OC)c(OC)c2-c2ccc(OC)c(=O)cc21 (stereo not drawn)
76: COC(=O)C1C2CC3c4[nH]c5cc(OC)ccc5c4CCN3CC2CC(OC)C1OC (stereo not drawn)
77: CC(C)(C)c1ccc2c(S(=O)(=O)O)c(C(C)(C)C)ccc2c1
78: CCCCC(CC)CCC(CC(C)C)OS(=O)(=O)O (stereo not drawn)
Compound | 73 | 74 | 75 | 76 | 77 | 78
HTT aggregate | 1µM* | 7% | -27% | 9% | 13% | 1%
ALDH1A1 block | / | / | / | / | / | /
HTT cytoprotect | -24% | -4% | -317%[inhibitor] | -15% | 20% | -5%

79: CC(=O)OC[C@H]1O[C@@](COC(C)=O)(O[C@H]2O[C@H](COC(C)=O)[C@@H](OC(C)=O)[C@H](OC(C)=O)[C@H]2OC(C)=O)[C@@H](OC(C)=O)[C@@H]1OC(C)=O
80: Cc1c(C)c2c(c(C)c1OC(=O)c1cccnc1)CC[C@@](C)(CCC[C@H](C)CCC[C@H](C)CCCC(C)C)O2
81: CC(O)C(N)C(=O)O (stereo not drawn)
82: NC(=S)N=Nc1ccc(NN=C(N)N)cc1
83: COc1ccccc1Oc1c(NS(=O)(=O)c2ccc(C(C)(C)C)cc2)nc(-c2ncccn2)nc1OCCO
Compound | 79 | 80 | 81 | 82 | 83
HTT aggregate | 13% | -1% | -21% | -6% | 11%
ALDH1A1 block | / | / | / | / | /
HTT cytoprotect | 9% | 5% | ? | 34% | 6%

Some of the compounds tested; the hit share may differ from the screen's.
